Bioassay records from PubChem BioAssay.
LDHA inh = LDHA (human) enzyme inhibition; actives 0.15% (n = 480,000); purified LDHA, NADH/diaphorase-resazurin fluorescence; stronger effect = lower value; P00338; activity change, % (values are at about 110 or 230 µM); AID 1347041; in the data active = activity change below about -30%; inconclusive = mostly about -25% to -30%;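 note: plate controls were DMSO wells for no effect and wells without enzyme for full effect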
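Enzyme activity of human lactate dehydrogenase 5 (2 nM; 0.06 mM NADH, 0.2 mM pyruvate, 5 min, RT) is measured via a resazurin/diaphorase fluorescence readout of residual NADH.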
RXFP1 ag = activates the human relaxin receptor RXFP1. actives 0.3% (n = 370,000). HEK293T-RXFP1 cAMP TR-FRET, 30 min; response scale: percent of porcine relaxin response, buffer zero. Potency, µM (doses to about 57.5 µM), for the others: top-dose activation, usual class: activators. Q9HBX9; note: potency is the fitted concentration of half-maximal effect; % is set by controls: 0 for no effect and ±100 for the full control effect; nearly all actives have a fitted effect of over 60% in size; many of its hits are not listed in these tables
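Agonist response is measured as cAMP accumulation in an RXFP1-transfected HEK293T line under PDE4 inhibition. Values are scaled between buffer-only and 29 nM porcine relaxin, and EC50s come from standard Hill equation fits.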
Vif-A3G inh = Vif-A3G binding inhibition; Q9HC16; HeLa A3G-eYFP + Vif (tagged APOBEC3G with the HIV-1 protein that degrades it), YFP fluorescence, overnight; Potency, µM (top dose mostly 46.1 µM), for the others: at the highest dose activity, negative = active, usual class: inhibitors; actives 0.076% (n = 410,000); AID 602310;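 note: potency is the fitted concentration of half-maximal effect; % is set by controls: 0 for no effect and ±100 for the full control effect; nearly all actives have a fitted effect of over 60% in size; hits raise eYFP signal because A3G escapes Vif-driven loss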
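Read-out is eYFP fluorescence (Ex 488/Em 500-530) from Vif-expressing HeLa A3G-eYFP cells; more signal means A3G escaped Vif-mediated degradation. Cells plated overnight, compound pinned in, incubated overnight at 37 deg C.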
D1 agonist = agonists of human D1 dopamine receptor | P21728 | HEK293 T-REx D1 cells, calcium flux, agonist mode | activation, % at 2 µM | actives 1% (n = 360,000) | AID 504660; in the data active = activation above about 30%; note: 0% is about no effect
Target sequence (P21728 whole entry, looked up): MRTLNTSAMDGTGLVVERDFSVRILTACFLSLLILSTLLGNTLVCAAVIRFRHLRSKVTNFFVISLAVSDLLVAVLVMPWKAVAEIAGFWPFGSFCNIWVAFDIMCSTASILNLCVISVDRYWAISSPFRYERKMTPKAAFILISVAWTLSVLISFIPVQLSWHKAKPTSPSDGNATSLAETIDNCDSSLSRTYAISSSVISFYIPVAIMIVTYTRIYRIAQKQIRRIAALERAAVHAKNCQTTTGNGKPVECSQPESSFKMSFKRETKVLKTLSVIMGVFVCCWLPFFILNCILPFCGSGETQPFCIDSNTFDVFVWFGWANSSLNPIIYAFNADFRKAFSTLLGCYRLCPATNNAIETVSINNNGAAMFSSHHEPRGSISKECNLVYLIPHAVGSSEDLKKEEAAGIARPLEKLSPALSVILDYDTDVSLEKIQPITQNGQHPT
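Inducible HEK293 T-REx D1 cells, force-coupled to calcium signalling, were plated at 4000 cells/well with tetracycline and held overnight at 30 C. After no-wash calcium dye loading, compound-evoked calcium rise over 180 s flagged agonists.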
GRP78 ERSR act = inducers of ER stress response in human glioma cells; U87-MG GRP78 promoter luciferase reporter, 16 h; actives 0.02% (n = 420,000); Potency, µM, for the others: at the highest dose activation, actives largely listed as activators; note: potency is the fitted concentration of half-maximal effect; series mostly up to about 76 µM; % of control where 0% means no effect; nearly all actives have a fitted effect of over 35% in size
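Stably transfected U87-MG glioma cells carrying a GRP78-based luciferase sensor; 16 h compound incubation. Luminescence end-point read 10 min after Bright-Glo addition at room temperature.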
D1 potentiator = human D1 dopamine receptor positive modulation; AID 504651; potentiation, % at 10 µM; HEK293 TREx D1 cells, calcium flux, dopamine EC20 potentiation; actives 0.036% (n = 360,000); in the data active = potentiation above about 30%; note: 0% is about no effect
D2 PAM = D2 dopamine receptor (human) potentiation | actives 0.34% (n = 340,000) | P14416 | HEK293 T-REx D2, calcium flux, EC20 dopamine potentiation | potentiation, % at 10 µM;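 active = potentiation over 3 SD above the plate norm, cut at about 30% in these data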; note: 0% is about no effect
Target sequence (P14416 whole entry, looked up): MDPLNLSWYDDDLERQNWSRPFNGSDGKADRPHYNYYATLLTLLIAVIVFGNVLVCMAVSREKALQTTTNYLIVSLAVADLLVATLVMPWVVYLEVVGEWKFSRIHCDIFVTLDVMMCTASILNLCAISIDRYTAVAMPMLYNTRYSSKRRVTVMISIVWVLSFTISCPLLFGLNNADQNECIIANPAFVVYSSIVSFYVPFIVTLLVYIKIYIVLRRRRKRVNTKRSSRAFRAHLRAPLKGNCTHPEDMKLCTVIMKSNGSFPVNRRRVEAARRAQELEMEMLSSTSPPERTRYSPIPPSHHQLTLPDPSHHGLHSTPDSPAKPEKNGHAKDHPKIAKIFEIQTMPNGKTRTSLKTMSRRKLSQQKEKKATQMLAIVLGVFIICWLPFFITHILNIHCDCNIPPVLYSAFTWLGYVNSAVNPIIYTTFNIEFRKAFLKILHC
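Primary screen. Calcium kinetics in induced HEK293 T-REx D2 cells: compound pre-addition 180 s, EC20 dopamine, 180 s more.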
Vif-A3F inh = Vif-A3F binding inhibition. HeLa A3F-eYFP + Vif (tagged APOBEC3F with the HIV-1 protein that degrades it), YFP fluorescence increase. Potency, µM (highest dose often 46.1 µM), for the others: at the top dose activity, negative = active. actives 0.2% (n = 390,000); note: potency is the fitted concentration of half-maximal effect; % of control where 0% means no effect; nearly all actives have a fitted effect of over 65% in size
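Fluorescence increase (Ex 488/Em 500-530) after overnight compound treatment at 37 deg C flags inhibition of Vif-driven A3F-eYFP loss in stable HeLa A3F-eYFP/Vif cells seeded overnight beforehand.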
D1 antag = antagonists of human D1 dopamine receptor. actives 3.2% (n = 360,000). activity change, negative = inhibition, % at 10 µM. P21728. HEK293 TREx D1 cells, calcium flux, dopamine EC80; stronger effect = lower value; in the data active = activity change below about -30%; note: % is set by controls: 0 for no effect and ±100 for the full control effect
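Kinetic fluorescence of a calcium dye serves as the read-out. D1-expressing Hek293 Trex cells, induced overnight at 30 C, are exposed to compound for 180 s before an EC80 dopamine addition, then read 180 s further.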
Numbers without * were called inactive; u = inconclusive; x = no result given. Unless noted, calls come from the whole dose curve; as a rule, active = well fitted curve in the direction sought with a large enough effect; inconclusive = small, poorly fitted or top-dose-only effect, or another doubt; inactive = no such curve, though single readings can be large; an effect the other way counts as inactive or inconclusive. An excerpt; the hit share may differ from the screen's.

Under each structure: LDHA inh	RXFP1 ag	Vif-A3G inh	D1 agonist	GRP78 ERSR act	D1 potentiator	D2 PAM	Vif-A3F inh	D1 antag
[1] CS(=O)(=O)c1ccc(C(=O)Nc2ccccc2Cl)cc1
  -3	-2.7%	9%	3	2%	-4	0	-3%	-2
[2] O=C(/C=C/c1ccc2c(c1)OCO2)Nc1c(C(=O)O)[nH]c2ccccc12
  0	0.6%	0%	3	2%	12	-4	5%	1
[3] CC1CN(C(=O)c2ccc(Cl)c(S(=O)(=O)NCc3ccco3)c2)CC(C)O1 (centres undefined)
  1	1.8%	0%	1	-5%	1	2	-5%	-13
[4] Cc1nnsc1C(=O)NC(C)c1ccccc1 (centres undefined)
  -3	1.0%	2%	1	2%	-8	6	11%	17
[5] CCOC(=O)c1cc(CC)sc1NC(=O)COC(=O)C1CCC1
  0	0.5%	-8%	2	-1%	-11	10	1%	-18
[6] O=C(c1cccc(OC2CCN(Cc3ccc(F)cc3)CC2)c1)N1CCCC1
  -2	1.2%	0%	1	1%	0	-19	-1%	7
[7] O=C(O)c1cccc(NC(=O)c2cn(-c3ccccc3)nc2-c2cc3ccccc3o2)c1
  -4	5.7%	0%	1	6%	-9	22	8%	-11
[8] Cc1ccc(CN2CCC(CNC(=O)c3ccc(NC(=O)C4=CSCCO4)cc3)CC2)cc1
  0	2.4%	0%	11	0%	-6	x	-3%	-30*
[9] CCc1ccc2nc(Nc3nc(COC)cc(=O)[nH]3)nc(C)c2c1
  -8	3.7%	2%	-1	-3%	-5	-1	-3%	-21
[10] CC(=O)c1cccc(NC(=O)c2ccc(NC(=O)CCS(=O)(=O)c3cccs3)cc2)c1
  -6	5.4%	3%	0	6%	-2	-5	-1%	5
[11] Cc1cc(=O)nc2c3ccccc3n(CC(=O)NCCC3=CCCCC3)n12
  -1	6.4%	1%	-1	-6%	5	-14	0%	4
[12] COC(CNS(=O)(=O)c1cccc2nonc12)OC
  -5	0.5%	0%	2	0%	-4	4	-20%	16
[13] O=C(NCc1nc2ccccc2[nH]1)C1=C[C@@H](c2ccc(Br)cc2)C[C@@H](OCc2ccc(CO)cc2)O1
  -8	-1.7%	-4%	14	-3%	0	15	-1%	6
[14] O=C(O)CC(Cc1ccc(Cl)cc1)C(=O)NCc1ccccc1 (centres undefined)
  -8	-0.5%	1%	2	-2%	3	14	1%	6
[15] CC1(C)CC2(CC(c3ccc(F)cc3)c3ccc(O)cc3O2)NC(=S)N1 (centres undefined)
  -4	0.0%	0%	3	-4%	-3	12	9%	6
[16] NS(=O)(=O)c1ccccc1NC(=O)c1c(O)c2ccccc2[nH]c1=O
  -2	2.1%	0%	2	-8%	-8	-11	-48%	5
[17] CCN(CC)CC#CCOC(c1ccccc1)c1ccccc1
  -2	0.2%	-1%	7	-4%	-8	-24	4%	7
[18] COc1ccc(C(=O)Nc2ccc(S(=O)(=O)N3CCOCC3)cc2)cc1[N+](=O)[O-]
  -13	0.6%	2%	11	-5%	-3	-7	0%	4
[19] CCN1C(=O)C(CC(=O)Nc2ccc(OC)cc2)N(Cc2ccc3c(c2)OCO3)C1=S (centres undefined)
  0	-0.2%	-1%	2	-3%	5	-4	5%	-14
[20] COc1ccc(OC)c(NC(=O)c2cnn(-c3ccccc3Cl)c2NC(=O)c2ccco2)c1
  13	0.6%	0%	1	-5%	3	-4	2%	-2
[21] CCOc1ccc(NC(=O)N2CCC(n3nnc4ccccc43)CC2)cc1
  -1	-1.1%	1%	1	-2%	0	-8	6%	4
[22] O=C1CC(N(Cc2ccc3c(c2)OCO3)C(=O)Nc2ccc(F)cc2)C(=O)N1c1ccccc1 (centres undefined)
  -1	0.5%	-3%	-1	-3%	-1	-1	-8%	0
[23] CCOC(=O)c1cnc2cc(C(F)(F)F)ccc2c1Nc1ccc(F)cc1F
  -3	5.7%	2%	1	2%	4	x	0%	-8
[24] COc1ccc(Cl)cc1Nc1nc2ccc(C(=O)c3ccccc3)cc2n2cnnc12
  -3	-0.4%	0%	0	-3%	-2	-1	0%	9
[25] O=C1c2ccccc2C(O)N1c1ccc(Cl)cc1 (centres undefined)
  1	0.3%	1%	0	3%	2	-3	5%	-1
[26] CCC1CCCCN1C(=O)CSc1nc2c([nH]c3ccccc32)c(=O)n1-c1cccc(OC)c1 (centres undefined)
  -5	-1.1%	-9%	2	2%	-6	8	5%	30
[27] CN(C)c1ccc(CNC(=O)c2cc(S(=O)(=O)N3CCCC3)cn2C)cc1
  -16	-0.3%	0%	8	-3%	-6	10	0%	-12
[28] COc1cccc(-c2nn(-c3ccccc3)cc2C(=O)OCC(=O)Nc2ncc(Cl)cc2Cl)c1
  0	4.8%	0%	5	-4%	5	-3	8%	-2
[29] CC1(c2cccc(Br)c2)NC(=O)N(CC(=O)Nc2cccnc2Cl)C1=O (centres undefined)
  -11	-0.8%	2%	6	-3%	0	x	-2%	4
[30] COc1ccc(NC(=O)CC2C(=O)N(c3ccc(OC)cc3)C(=O)N2C2CCCCC2)cc1 (centres undefined)
  1	2.1%	3%	0	3%	-4	2	1%	-1
[31] CCN1C(=NCCCCO)N[C@@H](c2ccccc2)C(C(=O)OC)=C1C
  x	-0.2%	x	2	x	2	x	x	3
[32] COCCn1c(=O)[nH]c2cc(C(=O)NCCCN3CCN(c4ccc(F)cc4)CC3)ccc2c1=O
  -13	-1.1%	2%	2	-2%	-3	-30	-8%	-39*
[33] CCc1ccc(NC(=O)c2ccc(F)c(S(=O)(=O)NCCc3ccc(OC)c(OC)c3)c2)cc1
  3	4.4%	4%	6	0%	-3	-12	-8%	-26
[34] COc1cc(/C=C/C(=O)OCC(=O)NC(=O)NC(C)(C)C)cc(OC)c1OC
  -3	0.6%	-4%	1	-2%	2	-1	-5%	-17
[35] CCCCN(C(=O)c1ccc(S(=O)(=O)N(C)C)cc1)c1nc2ccccc2s1
  -8	5.7%	0%	8	-1%	0	8	2%	3
[36] Cc1ccc(S(=O)(=O)N(CCC(=O)NCc2ccccc2F)c2ccccc2)cc1
  -1	0.2%	-6%	5	-3%	-1	2	2%	0
[37] Cc1onc(-c2ccc(Cl)cc2)c1-c1ccnn1S(=O)(=O)c1cccc(C(F)(F)F)c1
  0	-0.4%	0%	9	-10%	-8	-14	-5%	-8
[38] CC(C)c1ccc(-n2nc3ccc(N)cc3n2)cc1
  10	15%	-9%	1	-5%	3	5	1%	-21
[39] CSc1ccc(-c2cc(=O)c3ccccc3o2)cc1
  -4	6.8%	0%	0	9%	-2	10	1%	3
[40] Cc1[nH]c(C(=O)O)c(C#N)c1C(=O)c1ccccc1
  -3	7.8%	2%	5	-4%	11	1	0%	12

Filtered by structure: those above with a CF3 group
Under each structure: LDHA inh	RXFP1 ag	Vif-A3G inh	D1 agonist	GRP78 ERSR act	D1 potentiator	D2 PAM	Vif-A3F inh	D1 antag
[23] CCOC(=O)c1cnc2cc(C(F)(F)F)ccc2c1Nc1ccc(F)cc1F
  -3	5.7%	2%	1	2%	4	x	0%	-8
[37] Cc1onc(-c2ccc(Cl)cc2)c1-c1ccnn1S(=O)(=O)c1cccc(C(F)(F)F)c1
  0	-0.4%	0%	9	-10%	-8	-14	-5%	-8

Continuation:
Under each structure: LDHA inh	RXFP1 ag	Vif-A3G inh	D1 agonist	GRP78 ERSR act	D1 potentiator	D2 PAM	Vif-A3F inh	D1 antag
[41] COc1cccc(N2CCN(C(=O)c3[nH]c(C)c(C(C)=O)c3C)CC2)c1
  -2	0.1%	u	2	-6%	-2	7	-11%	16
[42] Cc1cc(Cl)n2ncc(-c3ccccc3)c2n1
  2	0.4%	1%	1	3%	-4	-5	-2%	-3
[43] NC(=O)c1cccc(S(=O)(=O)N2CC(c3ccccc3)CC2=O)c1 (centres undefined)
  -6	-0.8%	3%	6	-4%	3	x	2%	-13
[44] Cc1ccc(CSc2nc3cccnc3n2Cc2nc(-c3ccccc3F)oc2C)cc1
  0	6.1%	-10%	6	-4%	-2	x	-17%	0
[45] CN(C)C(=O)CCc1ccc2c3c([nH]c2c1)[C@]1(C)[C@@H](C(=O)N2CCCCC2)C[C@H](CC(=O)NCc2cccc(C(F)(F)F)c2)C(=O)N1CC3
  4	x	2%	x	-2%	x	x	3%	x
[46] COc1ccc(-c2nnc(SCC#N)o2)cc1
  -11	0.8%	2%	3	-1%	-7	7	7%	2
[47] Cc1cc(OC(=O)c2ccccc2C(F)(F)F)c([N+](=O)[O-])c(=O)[nH]1
  -1	-2.8%	4%	2	-3%	-7	-3	4%	-12
[48] Cc1ccc(C(O)CCc2ccc(N)cc2)cc1 (centres undefined)
  4	-1.2%	-2%	4	-2%	5	0	6%	6
[49] O=C(COC(=O)/C=C/c1ccccc1[N+](=O)[O-])NCC1CCCO1 (centres undefined)
  -6	5.4%	-2%	1	-1%	-1	17	-7%	-30
[50] COc1cc(C2c3c(oc4ccccc4c3=O)C(=O)N2c2nccs2)ccc1O (centres undefined)
  -13	0.0%	-28%	1	-7%	7	18	14%	-11
[51] CCCCn1c(Nc2ccccc2)nc2ccccc21
  -5	3.6%	1%	-1	-1%	-8	-13	u	-24
[52] C1CCC(CNc2c3c(nc4nnnn24)CCCC3)CC1
  -9	20%	3%	2	-6%	-2	3	3%	10
[53] O=C(NNC1CC(=O)N(c2ccccc2)C1=O)c1ccco1 (centres undefined)
  -8	0.0%	-1%	3	0%	-2	-5	2%	2
[54] Cc1ccc(N(C(=O)Cc2cccs2)C(C(=O)NCC2CCCO2)c2ccncc2)cc1 (centres undefined)
  2	-0.6%	1%	0	-3%	2	8	10%	-1
[55] CCc1ccc(CN2CCc3nc(N4CCN(c5ccccc5F)CC4)ncc3C2)cc1
  -1	4.4%	4%	3	-2%	3	-1	4%	-13
[56] CCOCCc1nn2c(=O)cc(COC(=O)c3ccc(NC(=O)c4cccs4)cc3)nc2s1
  -3	3.4%	3%	-2	-5%	0	8	-10%	-2
[57] Cc1ccc(-n2ccnc2SCC(=O)N(CC(C)C)C2CCS(=O)(=O)C2)c(C)c1 (centres undefined)
  -2	-0.5%	1%	4	-6%	-8	-8	2%	3
[58] O=C(CN1CCOCC1)Nc1nc2ccc(Br)cc2s1
  0	-4.7%	3%	2	8%	-4	x	3%	3
[59] Cc1ccccc1OCCC(=O)OCC(=O)Nc1c(F)cccc1F
  -6	0.0%	-8%	7	-5%	-2	-9	-14%	1
